Source: PubChem (Broad Institute)
TcdB inh = inhibitors of Clostridioides difficile toxin B glycohydrolase | TcdB glycohydrolase enzymatic assay, plate reader | inhibition, % at 9.99 µM | 0.24% of 350,000 active | AID 652162; in the data active = inhibition above about 10%
Target sequence (P18177 whole entry, looked up): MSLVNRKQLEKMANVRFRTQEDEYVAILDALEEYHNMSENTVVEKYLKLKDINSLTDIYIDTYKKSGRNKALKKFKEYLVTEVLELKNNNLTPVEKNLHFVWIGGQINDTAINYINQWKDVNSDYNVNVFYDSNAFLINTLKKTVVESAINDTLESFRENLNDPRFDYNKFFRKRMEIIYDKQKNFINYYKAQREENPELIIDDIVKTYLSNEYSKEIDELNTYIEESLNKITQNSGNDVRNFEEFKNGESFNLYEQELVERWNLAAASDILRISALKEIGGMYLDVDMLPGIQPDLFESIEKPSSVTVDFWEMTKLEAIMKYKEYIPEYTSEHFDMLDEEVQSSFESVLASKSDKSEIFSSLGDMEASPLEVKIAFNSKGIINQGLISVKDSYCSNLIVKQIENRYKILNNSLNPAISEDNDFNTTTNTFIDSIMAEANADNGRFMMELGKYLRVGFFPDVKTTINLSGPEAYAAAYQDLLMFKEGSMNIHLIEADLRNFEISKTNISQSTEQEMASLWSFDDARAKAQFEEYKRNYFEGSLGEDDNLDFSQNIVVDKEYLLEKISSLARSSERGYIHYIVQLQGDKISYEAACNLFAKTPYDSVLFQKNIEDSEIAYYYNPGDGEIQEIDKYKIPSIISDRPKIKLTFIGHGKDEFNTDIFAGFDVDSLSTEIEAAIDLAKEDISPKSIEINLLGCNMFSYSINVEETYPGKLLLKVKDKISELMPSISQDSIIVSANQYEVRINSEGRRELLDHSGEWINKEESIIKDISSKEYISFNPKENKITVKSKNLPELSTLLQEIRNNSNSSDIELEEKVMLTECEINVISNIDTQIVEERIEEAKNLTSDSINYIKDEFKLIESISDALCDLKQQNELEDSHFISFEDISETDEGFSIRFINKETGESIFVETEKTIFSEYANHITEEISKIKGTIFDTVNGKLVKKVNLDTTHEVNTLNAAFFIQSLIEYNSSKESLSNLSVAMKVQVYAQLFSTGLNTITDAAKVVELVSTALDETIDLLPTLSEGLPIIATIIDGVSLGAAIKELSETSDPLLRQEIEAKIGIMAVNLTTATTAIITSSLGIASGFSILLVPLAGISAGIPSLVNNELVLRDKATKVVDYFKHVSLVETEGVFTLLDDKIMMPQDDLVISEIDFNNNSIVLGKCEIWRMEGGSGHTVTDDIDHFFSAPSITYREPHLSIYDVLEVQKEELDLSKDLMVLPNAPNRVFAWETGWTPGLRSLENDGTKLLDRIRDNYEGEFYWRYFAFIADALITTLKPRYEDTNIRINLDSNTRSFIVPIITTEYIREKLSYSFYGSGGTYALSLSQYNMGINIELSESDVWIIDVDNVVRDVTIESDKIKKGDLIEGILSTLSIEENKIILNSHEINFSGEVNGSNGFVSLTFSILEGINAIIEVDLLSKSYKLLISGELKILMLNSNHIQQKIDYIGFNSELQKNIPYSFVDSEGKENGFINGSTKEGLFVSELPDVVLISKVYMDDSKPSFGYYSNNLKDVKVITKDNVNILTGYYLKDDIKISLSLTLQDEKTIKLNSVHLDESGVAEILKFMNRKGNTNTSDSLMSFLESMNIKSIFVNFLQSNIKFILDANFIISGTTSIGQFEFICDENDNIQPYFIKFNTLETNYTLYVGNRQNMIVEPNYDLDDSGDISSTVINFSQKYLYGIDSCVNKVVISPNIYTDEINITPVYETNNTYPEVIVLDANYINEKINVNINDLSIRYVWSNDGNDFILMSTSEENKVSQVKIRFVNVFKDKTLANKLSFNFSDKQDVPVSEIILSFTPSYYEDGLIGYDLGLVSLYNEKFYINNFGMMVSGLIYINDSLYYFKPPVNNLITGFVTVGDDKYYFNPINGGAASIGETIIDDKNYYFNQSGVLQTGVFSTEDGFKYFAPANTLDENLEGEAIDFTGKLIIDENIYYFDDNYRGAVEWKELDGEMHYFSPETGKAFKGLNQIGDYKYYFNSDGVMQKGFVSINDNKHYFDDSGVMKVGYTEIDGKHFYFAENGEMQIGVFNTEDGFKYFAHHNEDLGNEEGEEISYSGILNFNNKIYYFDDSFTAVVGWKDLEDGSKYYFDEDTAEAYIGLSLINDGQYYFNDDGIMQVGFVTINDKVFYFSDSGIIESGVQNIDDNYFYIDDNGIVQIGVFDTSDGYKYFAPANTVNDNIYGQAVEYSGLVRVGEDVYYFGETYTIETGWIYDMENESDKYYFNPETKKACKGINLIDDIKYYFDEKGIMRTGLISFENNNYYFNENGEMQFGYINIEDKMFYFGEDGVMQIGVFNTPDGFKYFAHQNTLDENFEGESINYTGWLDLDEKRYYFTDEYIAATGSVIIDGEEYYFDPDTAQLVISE
The depositor's hits bear a star.

`CC(=O)N1[C@H](CN(CC2CCC2)C(=O)CC2CC2)[C@@H](c2ccccc2)[C@@H]1CO` gave TcdB inh 0.4.
`COCC#Cc1ccc2c(c1)O[C@@H](CN(C)Cc1ccncc1)[C@H](C)CN([C@@H](C)CO)S2(=O)=O` gave TcdB inh 0.6.
`COc1ccc(NC(=O)Nc2cccc3c2O[C@@H](CN(C)C(=O)Nc2ccc(F)cc2)[C@H](C)CN([C@@H](C)CO)C3=O)cc1` gave TcdB inh 0.6.
`Cc1ccc(S(=O)(=O)NCC[C@@H]2CC[C@H](NC(=O)CCN3CCCCC3)[C@H](CO)O2)cc1` gave TcdB inh -0.7.
`Cc1noc(C)c1S(=O)(=O)Nc1ccc2c(c1)C(=O)N([C@@H](C)CO)C[C@H](C)[C@@H](CN(C)C(=O)NC(C)C)OCCCC[C@@H](C)O2` gave TcdB inh -0.3.
`COc1ccc(S(=O)(=O)Nc2ccc3c(c2)C(=O)N([C@@H](C)CO)C[C@H](C)[C@@H](CN(C)C(=O)NC2CCCCC2)OCCCC[C@H](C)O3)cc1` gave TcdB inh 0.6.
For CN1C(=O)c2cc(NC(=O)c3ccc4c(c3)OCO4)ccc2OC[C@H]2O[C@@H](CC(=O)O)CC[C@H]21 the results were TcdB inh 1.4.
C[C@H](CO)N1C[C@H](C)[C@H](CN(C)C(=O)c2cccc(F)c2)Oc2cc(C#CC3CC3)ccc2S1(=O)=O was read as TcdB inh 0.0.
`CCCC(=O)N1CC2(CN(C(=O)C3CC3)C2)c2c(n(C)c3cc(OC)ccc23)[C@@H]1CO` gave TcdB inh -1.8.
Screening CCCNC(=O)[C@H]1[C@H](CO)[C@H]2Cn3c(ccc(-c4ccccc4)c3=O)[C@@H]1N2C(=O)CC1CC1 returned TcdB inh 0.0.
O=C(C[C@H]1CC[C@H](NC(=O)Nc2cccc(F)c2)[C@H](CO)O1)NCC1CC1 was read as TcdB inh -0.2.
Screening COc1ccc(COCC23N=C4SCc5ccccc5CN4[C@H](c4ccccc4O2)[C@H]3CO)cc1 returned TcdB inh -0.5.
Screening C[C@H]1CN([C@@H](C)CO)C(=O)c2cc(NC(=O)c3ccncc3)ccc2O[C@H]1CN(C)S(=O)(=O)c1cn(C)cn1 returned TcdB inh 0.5.
CO[C@H]1CN(C)C(=O)c2ccc(NC(=O)c3ccc(F)cc3)cc2OC[C@@H](C)N(C)C[C@@H]1C was read as TcdB inh 1.3.
For C[C@H]1CN([C@@H](C)CO)C(=O)c2cccc(NS(=O)(=O)c3ccc(Cl)cc3)c2O[C@@H]1CN(C)S(=O)(=O)c1cccs1 the results were TcdB inh 0.0.
For O=C(CN1CCOCC1)N1CCCCN2[C@H](CO)[C@H](c3ccc(/C=C/c4ccccc4)cc3)[C@H]2C1 the results were TcdB inh -13.7.
`CNC[C@H]1Oc2ccc(NC(=O)Cn3cnnn3)cc2C(=O)N([C@@H](C)CO)C[C@H]1C` gave TcdB inh 0.8.
CC(C)NC(=O)N(C)C[C@@H]1Oc2ccc(NC(=O)CCN3CCOCC3)cc2CC(=O)N([C@H](C)CO)C[C@H]1C was read as TcdB inh -0.4.
Screening CN1[C@H](CO)[C@@H]2c3ccccc3N(C(=O)c3ccc(F)cc3)C[C@@H]21 returned TcdB inh 0.9.
For C[C@@H]1CN([C@@H](C)CO)C(=O)c2cccc(NS(=O)(=O)c3cccs3)c2O[C@@H]1CN(C)S(=O)(=O)c1ccccc1 the results were TcdB inh -0.2.
For CCC(=O)N(C)C[C@@H]1Oc2cc(-c3ccccc3)ccc2S(=O)(=O)N([C@H](C)CO)C[C@@H]1C the results were TcdB inh 0.6.
COCC(=O)N1[C@H](C#N)[C@H](c2ccccc2-c2cccc(F)c2)[C@@H]1CO was read as TcdB inh -0.8.
CN1CCN(C(=O)C[C@@H]2CC[C@H]3[C@@H](COc4ccc(NC(=O)C5CCCC5)cc4C(=O)N3C)O2)CC1 was read as TcdB inh 0.7.
CCNC(=O)C[C@@H]1CC[C@H]2[C@@H](COc3ccc(NC(C)=O)cc3C(=O)N2C)O1 was read as TcdB inh 15.8*.
C[C@@H]1CN([C@H](C)CO)C(=O)c2c(c3ccccc3n2C)-c2ccccc2CO[C@@H]1CN(C)C(=O)[C@H]1CCCN1C was read as TcdB inh 0.4.
N#C[C@@H]1[C@@H](c2ccc(-c3ccccc3F)cc2)[C@@H](CO)N1C(=O)C1CC1 was read as TcdB inh 1.1.
For CC(=O)N(C)C[C@H]1Oc2cc(C#C[C@H](C)O)ccc2S(=O)(=O)N([C@H](C)CO)C[C@@H]1C the results were TcdB inh -0.2.
Screening CCNC(=O)[C@H]1[C@H](CO)[C@H]2Cn3c(ccc(-c4ccc(F)cc4)c3=O)[C@@H]1N2C(=O)C1CC1 returned TcdB inh -0.6.
`Cc1ccc(S(=O)(=O)N(C)C[C@H]2Oc3c(NC(=O)NC(C)C)cccc3C(=O)N([C@@H](C)CO)C[C@@H]2C)cc1` gave TcdB inh -0.7.
`O=C(C[C@@H]1CC[C@@H]2NC[C@H](O)COC[C@H]2O1)NCCc1ccccc1` gave TcdB inh 0.6.
For O=C(NC1CCCC1)[C@@H]1[C@@H](CO)[C@@H]2Cn3c(ccc(C4=CCCCC4)c3=O)[C@H]1N2CC1CC1 the results were TcdB inh 0.9.
`COCCCN1C(=O)[C@@]2(Cc3ccccc31)c1ccccc1C(=O)N(Cc1ccccc1)[C@H]2c1ccc(CO)cc1` gave TcdB inh -1.0.
Screening CO[C@H]1CN(C)C(=O)c2cc(NC(=O)C3CC3)ccc2OC[C@@H](C)N(CC2CCOCC2)C[C@@H]1C returned TcdB inh -3.9.
For C[C@H](CO)N1C[C@H](C)[C@H](CN(C)C(=O)Cc2ccccc2)OCCCC[C@H](C)Oc2ccc(NC(=O)Cc3ccccc3)cc2C1=O the results were TcdB inh -3.3.
Screening C[C@H]1CN([C@@H](C)CO)S(=O)(=O)c2ccc(C3=CCCCC3)cc2O[C@@H]1CN(C)C(=O)CN(C)C returned TcdB inh -3.1.
`O=C(NCCc1ccccc1)[C@@H]1[C@@H](CO)[C@@H]2Cn3c(ccc(-c4cccc(F)c4)c3=O)[C@H]1N2` gave TcdB inh -0.3.
Screening C[C@H]1CCCCO[C@H](CN(C)C(=O)Nc2ccccc2)[C@@H](C)CN([C@@H](C)CO)C(=O)c2cc(NS(=O)(=O)c3ccccc3)ccc2O1 returned TcdB inh -1.3.
Screening CCCNC(=O)N1C[C@@H]2[C@H](c3ccccc31)[C@@H](CO)N2Cc1ccccc1F returned TcdB inh 0.1.
`COc1ccc(NC(=O)N(C)C[C@H]2OCCCC[C@@H](C)Oc3ccc(NC(=O)Nc4ccc(F)cc4)cc3C(=O)N([C@H](C)CO)C[C@@H]2C)cc1` gave TcdB inh 0.2.
`COc1ccc(S(=O)(=O)Nc2ccc3c(c2)C(=O)N([C@H](C)CO)C[C@@H](C)[C@H](CN(C)C(=O)Nc2ccc4c(c2)OCO4)OCCCC[C@H](C)O3)cc1` gave TcdB inh -0.7.

12 successive records out of the list so far, for reference:
For CC(=O)N(C)C[C@H]1Oc2cc(C#C[C@H](C)O)ccc2S(=O)(=O)N([C@H](C)CO)C[C@@H]1C the results were TcdB inh -0.2.
Screening CCNC(=O)[C@H]1[C@H](CO)[C@H]2Cn3c(ccc(-c4ccc(F)cc4)c3=O)[C@@H]1N2C(=O)C1CC1 returned TcdB inh -0.6.
`Cc1ccc(S(=O)(=O)N(C)C[C@H]2Oc3c(NC(=O)NC(C)C)cccc3C(=O)N([C@@H](C)CO)C[C@@H]2C)cc1` gave TcdB inh -0.7.
`O=C(C[C@@H]1CC[C@@H]2NC[C@H](O)COC[C@H]2O1)NCCc1ccccc1` gave TcdB inh 0.6.
For O=C(NC1CCCC1)[C@@H]1[C@@H](CO)[C@@H]2Cn3c(ccc(C4=CCCCC4)c3=O)[C@H]1N2CC1CC1 the results were TcdB inh 0.9.
`COCCCN1C(=O)[C@@]2(Cc3ccccc31)c1ccccc1C(=O)N(Cc1ccccc1)[C@H]2c1ccc(CO)cc1` gave TcdB inh -1.0.
Screening CO[C@H]1CN(C)C(=O)c2cc(NC(=O)C3CC3)ccc2OC[C@@H](C)N(CC2CCOCC2)C[C@@H]1C returned TcdB inh -3.9.
For C[C@H](CO)N1C[C@H](C)[C@H](CN(C)C(=O)Cc2ccccc2)OCCCC[C@H](C)Oc2ccc(NC(=O)Cc3ccccc3)cc2C1=O the results were TcdB inh -3.3.
Screening C[C@H]1CN([C@@H](C)CO)S(=O)(=O)c2ccc(C3=CCCCC3)cc2O[C@@H]1CN(C)C(=O)CN(C)C returned TcdB inh -3.1.
`O=C(NCCc1ccccc1)[C@@H]1[C@@H](CO)[C@@H]2Cn3c(ccc(-c4cccc(F)c4)c3=O)[C@H]1N2` gave TcdB inh -0.3.
Screening C[C@H]1CCCCO[C@H](CN(C)C(=O)Nc2ccccc2)[C@@H](C)CN([C@@H](C)CO)C(=O)c2cc(NS(=O)(=O)c3ccccc3)ccc2O1 returned TcdB inh -1.3.
Screening CCCNC(=O)N1C[C@@H]2[C@H](c3ccccc31)[C@@H](CO)N2Cc1ccccc1F returned TcdB inh 0.1.

Next entries follow:
O=C(C[C@@H]1CC[C@H]2[C@@H](COC[C@@H](O)CN2C(=O)Nc2ccc(Cl)c(Cl)c2)O1)NCc1ccc(Cl)c(Cl)c1 was read as TcdB inh 0.4.
`COc1ccc(S(=O)(=O)N(C)C[C@@H]2OCCCC[C@@H](C)Oc3ccc(NC(=O)Nc4c(C)noc4C)cc3C(=O)N([C@@H](C)CO)C[C@H]2C)cc1` gave TcdB inh -0.2.
`COCC(=O)Nc1ccc2c(c1)[C@@H]1C[C@@H](CC(=O)NCc3cccc(F)c3)O[C@@H](CO)[C@@H]1O2` gave TcdB inh -2.4.
For C[C@H]1CN([C@@H](C)CO)C(=O)Cc2cc(NC(=O)Nc3ccc4c(c3)OCO4)ccc2O[C@@H]1CN(C)Cc1ccc(C(=O)O)cc1 the results were TcdB inh -0.8.
COc1ccc(NC(=O)N2CC3(C2)CN(C(=O)CN2CCOCC2)[C@@H](CO)c2[nH]c4cc(OC)ccc4c23)cc1 was read as TcdB inh -1.6.
For C[C@@H]1CN([C@@H](C)CO)S(=O)(=O)c2ccc(-c3ccncc3)cc2O[C@H]1CN(C)Cc1cncnc1 the results were TcdB inh 0.4.
CN1CCN(C(=O)C[C@@H]2CC[C@@H]3[C@H](COC[C@@H](O)CN3C(=O)Nc3cc(Cl)cc(Cl)c3)O2)CC1 was read as TcdB inh 0.2.
For COc1cccc(S(=O)(=O)N(C)C[C@@H]2Oc3ncc(C#CC(C)C)cc3C(=O)N([C@@H](C)CO)C[C@H]2C)c1 the results were TcdB inh 1.2.
O=C(C[C@H]1C=C[C@H](NC(=O)Cc2cccnc2)[C@@H](CO)O1)NCc1ccc2c(c1)OCO2 was read as TcdB inh 1.1.
For CO[C@@H]1CC[C@@H]2CCOc3ccc(C#N)cc3C(=O)N(C)CCCC(=O)N(C)C[C@@H]1O2 the results were TcdB inh -1.5.
For Cc1ccccc1-c1ccc([C@H]2[C@@H](CO)N3CCCCN(C(=O)Nc4ccc(F)cc4)C[C@H]23)cc1 the results were TcdB inh 0.3.
COc1cccc(C(=O)Nc2ccc3c(c2)C(=O)N(C)C[C@@H](OC)[C@H](C)CN[C@H](C)CO3)c1 was read as TcdB inh -1.3.
Screening C[C@@H]1CN([C@@H](C)CO)C(=O)c2cccc(N(C)C)c2O[C@@H]1CN(C)C(=O)NC1CCCCC1 returned TcdB inh -0.3.
Screening O=C(CCN1CCCCC1)N[C@@H]1CC[C@H](CCn2cc(-c3ccc(F)cc3)nn2)O[C@@H]1CO returned TcdB inh 1.1.
Cc1noc(C)c1NC(=O)N(C)C[C@H]1Oc2c(NC(=O)Nc3ccc(F)cc3)cccc2C(=O)N([C@H](C)CO)C[C@@H]1C was read as TcdB inh 0.9.
Screening O=C(C[C@H]1CC[C@@H]2[C@H](COC[C@H](O)CN2Cc2ccc(Cl)cc2)O1)Nc1nccs1 returned TcdB inh -0.8.
`C[C@@H]1CN([C@@H](C)CO)C(=O)c2cc(NC(=O)CCN3CCOCC3)ccc2O[C@H]1CN(C)Cc1ccc(Oc2ccccc2)cc1` gave TcdB inh 0.8.
C[C@@H]1CCCCO[C@@H](CN(C)Cc2ccc(C(F)(F)F)cc2)[C@@H](C)CN([C@H](C)CO)C(=O)c2cc(NS(=O)(=O)c3ccccc3)ccc2O1 was read as TcdB inh 0.5.
Cc1noc(C)c1S(=O)(=O)N(C)C[C@@H]1Oc2ccc(NS(C)(=O)=O)cc2CC(=O)N([C@H](C)CO)C[C@H]1C was read as TcdB inh -1.1.
`COc1cccc(S(=O)(=O)Nc2ccc3c(c2)[C@@H]2C[C@@H](CC(=O)N(C)C)O[C@@H](CO)[C@@H]2O3)c1` gave TcdB inh 0.3.
`C[C@@H]1CN([C@H](C)CO)C(=O)c2cccc(NC(=O)C3CCOCC3)c2O[C@H]1CN(C)Cc1ccc(-c2ccccc2)cc1` gave TcdB inh 0.5.
O=C(C[C@H]1CC[C@@H](NC(=O)CCN2CCCCC2)[C@H](CO)O1)NCc1ccc(Cl)c(Cl)c1 was read as TcdB inh -0.7.
For C[C@@H]1CN([C@@H](C)CO)C(=O)Cc2cc(NC(=O)CCCN(C)C)ccc2O[C@@H]1CN(C)S(=O)(=O)c1ccc(Cl)cc1 the results were TcdB inh 0.4.
Screening CC(=O)N1CCCCN2[C@H](CO)[C@@H](c3ccc(-c4ccc(C)cc4)cc3)[C@@H]2C1 returned TcdB inh 0.2.
Screening COc1ccccc1NC(=O)N1C[C@H](O)COC[C@H]2O[C@H](CC(=O)NCCc3ccccc3)CC[C@@H]21 returned TcdB inh -3.9.
Screening C[C@@H]1CN([C@H](C)CO)S(=O)(=O)c2ccc(Br)cc2O[C@@H]1CN(C)C(=O)C1CC1 returned TcdB inh -0.2.
`COc1ccc(CN(C)C[C@H]2OCCCC[C@H](C)Oc3ccc(NS(=O)(=O)c4ccccc4)cc3C(=O)N([C@H](C)CO)C[C@H]2C)cc1` gave TcdB inh -0.6.
Screening Cc1noc(C)c1NC(=O)Nc1ccc2c(c1)CC(=O)N([C@@H](C)CO)C[C@H](C)[C@H](CN(C)CC1CC1)O2 returned TcdB inh -1.6.
For Cc1ccc(S(=O)(=O)Nc2ccc3c(c2)CC(=O)N([C@H](C)CO)C[C@H](C)[C@H](CN(C)CC2CCCCC2)O3)cc1 the results were TcdB inh -0.1.
`COc1ccc(S(=O)(=O)N(C)C[C@H]2Oc3ccc(NC(=O)Nc4ccccc4)cc3C(=O)N([C@@H](C)CO)C[C@@H]2C)cc1` gave TcdB inh -0.6.

An excerpt, so the mix of outcomes need not match the whole.
